Compound activity as filed in PubChem BioAssay.
HSP90 refold inh: blocks HSP90-mediated luciferase refolding in reticulocyte lysate; Rabbit reticulocyte lysate, luciferase refolding luminescence, 3 h; inhibition, % at 5.6 µM; 290,000 compounds, 0.91% hits;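 active = inhibition above the screen-wide mean plus 3 SD, computed separately per campaign, cut at about 16% in these data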;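 also: 0% = DMSO wells and 100% = 60 µM geldanamycin wells; inhibitors lower the luminescence because luciferase stays unfolded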
GSK3B inh: inhibitors of human GSK3beta kinase. GST-GSK3beta kinase, ADP-Glo luminescence, 60 min; stronger effect = lower value. AID 2097. activity score (negative = inhibition), % at 10 µM. 300,000 compounds, 0.038% hits. P49841;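 active = more than half of replicate wells score below -50%, meaning over 50% inhibition versus plate controls; inconclusive = some replicates but at most half score below -50%; inactive = no replicate scores below -50%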;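 also: 0% = median DMSO wells and -100% = median GW8510 positive control wells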
Target sequence (P49841 whole entry, looked up): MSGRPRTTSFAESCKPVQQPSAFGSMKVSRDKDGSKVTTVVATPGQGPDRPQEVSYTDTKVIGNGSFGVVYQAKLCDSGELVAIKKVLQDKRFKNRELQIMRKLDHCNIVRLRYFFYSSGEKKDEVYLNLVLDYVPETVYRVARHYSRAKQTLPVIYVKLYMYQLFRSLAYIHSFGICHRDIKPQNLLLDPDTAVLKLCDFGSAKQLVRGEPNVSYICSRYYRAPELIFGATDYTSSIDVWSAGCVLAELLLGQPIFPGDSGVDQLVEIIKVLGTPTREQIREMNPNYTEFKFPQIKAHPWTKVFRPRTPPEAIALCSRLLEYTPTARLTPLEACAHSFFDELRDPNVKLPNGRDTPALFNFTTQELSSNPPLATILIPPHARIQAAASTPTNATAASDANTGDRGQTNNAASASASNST
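Test system – GST-tagged human GSK3beta kinase, cell-free · Incubation – 60 min enzyme reaction, room temperature · Signal – ADP-Glo luminescence · Also added – peptide substrate and ATP at 25 µM · Controls – DMSO neutral wells and GW8510 at 20 µM as positive · Buffer or medium – Tris/MgCl2 kinase buffer · Measure – Luminescence-derived activity versus plate DMSO and GW8510 wells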
Dyrk1A ADPGlo: Dyrk1A (rat) kinase inhibition; Q63470; ADP-Glo luminescence, NFATc1 peptide; inhibition, % at 12.5 µM; 310,000 compounds, 0.43% hits; AID 504441; in the data active = inhibition above about 50%;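 also: plate controls were vehicle with enzyme for no effect and no enzyme for full effect; many of its hits are not listed in these tables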
GSK3A inh: blocks human GSK-3 alpha kinase; P49840; ADP-Glo luminescence, 60 min; inhibition, % at 10 µM; 320,000 compounds, 0.1% hits; AID 2650;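 in the data active = inhibition above about 50%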;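 also: GST-tagged GSK-3 alpha with peptide substrate and 25 µM ATP; 0% = DMSO neutral wells and 100% = GW8510 positive control wells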
Target sequence (P49840 whole entry, looked up): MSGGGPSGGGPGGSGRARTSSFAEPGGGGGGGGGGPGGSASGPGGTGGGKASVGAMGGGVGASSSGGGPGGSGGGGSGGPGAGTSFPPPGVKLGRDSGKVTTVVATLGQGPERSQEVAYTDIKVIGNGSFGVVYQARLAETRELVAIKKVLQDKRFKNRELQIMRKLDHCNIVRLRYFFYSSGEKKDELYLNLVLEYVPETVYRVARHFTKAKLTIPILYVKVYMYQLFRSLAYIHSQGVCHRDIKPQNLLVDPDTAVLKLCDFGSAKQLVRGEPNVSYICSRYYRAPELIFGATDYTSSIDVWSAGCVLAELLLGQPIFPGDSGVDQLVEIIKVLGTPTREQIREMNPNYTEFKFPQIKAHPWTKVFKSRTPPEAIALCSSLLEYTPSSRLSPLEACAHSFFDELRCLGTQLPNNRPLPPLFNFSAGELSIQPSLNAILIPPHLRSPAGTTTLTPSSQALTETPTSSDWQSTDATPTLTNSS
KLF5 inhibitor: suppresses KLF5 promoter-driven expression | inhibition, % at 5 µM | AID 1700 | DLD-1 KLF5 promoter-luciferase reporter, luminescence | 290,000 compounds, 0.23% hits;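 active = inhibition above a per-plate limit of that plate's mean compound inhibition plus 3 SD, cut at about 60% in these data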;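 also: 0% = DMSO wells and 100% = LY294002 at 200 µM; higher means less KLF5 promoter-driven luciferase light; inactives centre near -14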
IEC-6 cytotox: counter-screen for KLF5 inhibitors: cytotoxicity in IEC-6 cells. 290,000 compounds, 0.78% hits. AID 1825. inhibition, % at 5 µM. IEC-6 cytotoxicity, luminescence viability; in the data active = inhibition above about 22%;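 also: 0% = plate median of test compound wells and 100% = cytotoxic reference compound wells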
aSyn 5UTR inh: 5' untranslated region of α-synuclein, MLPCN primary screen; AID 1813; alpha-synuclein 5'UTR reporter, inhibitor activity; inhibition, % (tested at 7.5 µM); 300,000 compounds, 0.82% hits; in the data active = inhibition above about 60%; inconclusive = no clear call, values can overlap the other calls;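 also: H4 neuroglioblastoma cells stably carrying SNCA 5'UTR luciferase fusion; 0% = DMSO wells and 100% = positive control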
HSF1 inhib: HSF1 inhibition. NIH3T3-HGL HSE-luciferase, MG132-induced, luminescence 8 h; stronger effect = lower value. AID 2098. 300,000 compounds, 0.77% hits. activity change, negative = inhibition, % at 7.5 µM (by protocol);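 active = more than half of replicate wells show activity change below -50%, luminescence cut by over half; inconclusive = some wells, but at most half, below -50%; inactive = no replicate well below -50%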;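 also: luciferase reports HSF-1 transcriptional activity via heat shock element; 0% = median of DMSO wells and -100% = zero luminescence signal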
Platelet DG rel: platelet dense granule release activity. 300,000 compounds, 0.22% hits. inhibition, %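 (compounds screened at 7.5 µM in platelet-rich plasma)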. human platelet-rich plasma, SFLLRN dense granule ATP release, luminescence. AID 1663;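 active = mean replicate score, as percent of positive control, at or above 50; inconclusive = mean below 50 but at least one replicate at or above 50; inactive = mean and every replicate below 50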
HSF-1 act: increases HSF-1 driven luciferase reporter signal. NIH3T3-HGL HSF-1 luciferase reporter, MG132, 8 h; 100% = twice DMSO control signal. activation, % at 9 µM. 300,000 compounds, 1.7% hits. AID 504408;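 active = mean replicate activation of at least 50% with a set share of replicates each reaching 50%; inconclusive = only one of those two conditions met; inactive = mean below 50% and too few replicates reaching it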;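 also: 0% = median of the neutral control wells and 100% = twice that signal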
Starred values were filed as active, the others as inactive; ? = inconclusive; nt = not tested or not shown. Only part of the results is shown; the hit share may differ from the screen's.

SMILES	HSP90 refold inh	GSK3B inh	Dyrk1A ADPGlo	GSK3A inh	KLF5 inhibitor	IEC-6 cytotox	aSyn 5UTR inh	HSF1 inhib	Platelet DG rel	HSF-1 act
CCCOC(=O)NC1CCS(=O)(=O)C1 (stereo not drawn)	-2	3	-3	0	-17	-7	7	-28	-2	-43
COC(=O)[C@@H]1C[C@H]2CC[C@H](O)C[C@H]2N1Cc1ccc(Cl)cc1	nt	1	3	-3	nt	nt	18	2	-5	5
CC1CCC(NC(=O)c2cc3c(=O)n(C)c4ccccc4c3n2C)CC1 (stereo not drawn)	-3	2	0	nt	3	4	-98	-1	2	21
CCN(CC)C(=O)CC(c1ccc(N(C)C)cc1)c1c(OC)cc(OC)c2c(-c3ccccc3)cc(=O)oc12 (stereo not drawn)	nt	-2	9	-1	nt	nt	13	6	0	3
CCc1nnc(NC(=O)Cn2ccc(C(F)(F)F)n2)s1	-1	-1	-5	-1	-22	1	9	3	2	12
Cc1ccc(NC(=O)CN2C(=O)CC(C)S(=O)(=O)c3ccccc32)cc1 (stereo not drawn)	0	-3	3	6	-19	5	22	-3	-1	-14
COc1cc(C=O)cc(Br)c1OCC(N)=O	2	1	25	5	5	10	-12	1	4	-19
O=C(Nc1ccccc1)OCCOc1ccccc1Br	0	2	nt	1	-102	3	-125	13	-7	17
COCCCNc1nc2ccccc2nc1NS(=O)(=O)c1cccc(C)c1	-4	2	0	-2	-35	1	-11	0	-3	-11
CC(C)(C)C(=O)Nc1cc(S(=O)(=O)Nc2ccc(Cl)cc2)ccc1O	-1	5	nt	0	-15	1	-9	2	-2	-3
COc1ccc(Cc2nnc(-c3ccc(F)cc3)o2)cc1OC	3	-3	7	4	4	-2	-15	14	7	8
CC(C)Cn1c2c(c(O)c(C(=O)Nc3ncccc3O)c1=O)CCCC2	1	3	6	-2	-25	-4	0	-5	10	-10
COc1cc(C(=S)N2CCN(C(c3ccccc3)c3ccccc3)CC2)cc(OC)c1O	-1	-1	3	-1	-37	-8	9	0	-5	-19
O=Cc1cn(CC(=O)Nc2ccccc2)c2ccccc12	3	0	-4	-2	-26	6	-11	-2	12	16
O=C(Nc1ccc(N2CCCC2)cc1)c1cc([N+](=O)[O-])ccc1N1CCOCC1	3	5	-3	-1	0	8	-13	2	-12	6
Cc1cc(N/N=C\c2ccccc2)nc(-c2ccccc2O)n1	-1	1	6	0	-48	6	-138	14	-4	5
Cc1ccc2nc(SCc3ccccc3)c(C=O)c(=O)n2c1	3	31	-1	1	-16	4	20	8	-16	20
Cc1cccc(C(=O)N2CCCC(Nc3ccc(F)c(F)c3)C2)n1 (stereo not drawn)	2	-3	3	1	-14	-2	3	-3	-8	-11
Cc1cccc(CN2CCN(CC(=O)NCCCN3CCCC3=O)C2=O)c1	5	1	4	nt	17	2	-1	-4	-2	-16
Cc1ccc2occ(/C=N/NC(=O)c3ccccc3O)c(=O)c2c1	-6	-3	9	1	64*	-11	25	-9	-8	-11
O=C(N/N=C/c1cc(O)ccc1Br)c1cccnc1	37*	-3	2	-2	80*	66*	33	0	2	-14
Cn1c(=O)c2c(SCc3ccccc3)nc(C3CC3)nc2n(C)c1=O	2	0	5	-3	-18	-5	-17	1	-17	-7
CC1CCCC(NC(=O)CSc2ccc(F)cc2)C1C (stereo not drawn)	0	2	-34	0	-22	4	-13	-3	-7	8
COc1ccc(NC(=O)C2=C(C)C(=O)OC23CCC(C)CC3)c(OC)c1 (stereo not drawn)	-4	-1	4	-2	-28	-1	-1	10	17	35
C=CCSc1nnc(-c2cc(Br)ccc2N)c(=O)[nH]1	-3	4	2	-2	-9	-3	-22	-2	2	6
Cc1cc(C)nc(-n2nc(C)cc2NC(=O)C(C)C)n1	-1	-2	-2	-57	-29	-1	22	-4	6	-13
COc1cc(CN(C)CCc2ccccc2)ccc1OCc1ccccc1	0	3	-1	-1	-32	6	-49	17	5	34
O=C(NC(=S)N1CCCC1)c1ccccc1	5	2	8	1	2	-6	9	-3	-11	-5
Cc1sc(N/N=C/C=C/c2ccccc2)nc1-c1ccccc1	1	1	-14	-4	-18	9	-59	9	-8	22
COc1ccc(CCNC(=O)c2noc(C)c2[N+](=O)[O-])cc1OC	1	0	-2	0	-4	0	-2	0	-4	-8
CC(C)(C)CC(=O)Nc1cccc2c1CCCC2	0	-2	-8	0	-1	4	6	-1	0	-6
CC(=O)Nc1ccccc1NC(=O)COc1cccc2ccccc12	-4	0	-5	-2	-14	-3	-17	-6	8	-4
CC(CCc1ccccc1)NC(=O)CCNS(=O)(=O)c1ccccc1 (stereo not drawn)	nt	-3	12	-2	nt	nt	10	-46	-7	-59
CC(OC(=O)c1cccc(S(=O)(=O)N2CCCC2)c1)C(=O)c1ccccc1 (stereo not drawn)	-5	4	6	-1	-21	-6	-8	0	-2	0
Cc1cccc(NC(=O)CC2NCCNC2=O)c1 (stereo not drawn)	11	0	-4	2	-4	-6	-26	-10	3	-10
ONC(=Nc1ccc(Cl)cc1)c1ccc(Cl)cc1	-2	-2	15	3	11	1	-100	29	-1	55*
O=C(CN(C(=O)Cn1nnc(-c2cccs2)n1)c1cnc2ccccc2c1)NCC1CCCO1 (stereo not drawn)	0	-3	-1	-2	-11	-3	13	-5	2	-3
COCCOC(=O)C1=C(C)NC2=C(C(=O)CC(C)(C)C2)C1c1ccc2c(c1)OCO2 (stereo not drawn)	1	-2	-2	1	-7	-1	15	3	-14	2
O=C(O)c1cnc(-c2ccccc2)nc1-c1ccccc1	1	4	4	-4	-31	-5	3	3	0	-13
CCn1c(SCC(=O)Nc2oc(-c3ccccc3)c(-c3ccccc3)c2C#N)nnc1-c1cc(OC)cc(OC)c1	8	3	-2	nt	-41	-6	11	4	-3	1
CC(C)(C)NC(=O)c1ccc2c(c1)N(CC(=O)N1CCCCC1)C(=O)C(C)(C)O2	4	1	0	0	-16	-6	-29	26	-11	66*
COc1cc2c(cc1OC)CN(CC(=O)NC(=O)NC1CCCCC1)CC2	-6	1	-7	3	8	-4	26	-12	3	-19
O=C(Nc1ccc(F)cc1)NC1(C(=O)NCc2ccco2)CCCCC1	2	-1	-3	0	-4	-6	11	-3	8	2
CNC(=O)/C(C#N)=C/c1ccc(-c2nc3ccccc3s2)o1	-1	-2	nt	8	-9	7	-46	17	?	38
O=C1CCCC/C1=C/Nc1ccc(S(=O)(=O)Nc2ncccn2)cc1	0	-2	4	nt	-51	3	6	-7	6	-5
O=C(OCC(=O)c1cccs1)c1ccccc1	-3	3	-8	-4	1	0	-32	18	4	42
CCCN(CC(=O)Nc1ccccc1C)C(=O)c1ccc(C(=O)c2ccccc2)cc1	nt	-1	-1	-2	nt	nt	6	1	5	6
Cc1ccc(C)c(N(C)S(=O)(=O)c2ccc3[nH]cc(C(=O)NCCN4CCOCC4)c(=O)c3c2)c1	3	1	4	-2	-15	-2	11	-3	-4	6
CN(C)S(=O)(=O)c1ccc(S(=O)(=O)NC2CCOC(C)(C)C2)cc1 (stereo not drawn)	4	2	29	1	18	3	9	0	2	-9
COc1ccc(CNS(=O)(=O)c2cc(-c3cc(C)no3)ccc2C(C)C)cc1	7	2	nt	-1	57	78*	38	7	2	29
Cc1nc(N)nc(COc2ccccc2)n1	1	4	-2	-2	-34	3	-59	-1	11	13
Cc1ccc(S(=O)(=O)n2nc(C)cc2N)cc1	1	0	0	0	-11	-1	-18	5	-4	33
CCCc1nnc(NC(=O)CCC(=O)N2CCN(c3ccccn3)CC2)s1	4	1	-2	-7	-23	0	5	14	1	-8
O=C(O)c1cccc(S(=O)(=O)NCCc2ccccc2)c1	4	-4	1	1	-8	0	2	-6	-6	-1
CCOc1ccc(C(=O)C(C)OC(=O)C2CCN(c3ccc(C(F)(F)F)cn3)CC2)cc1 (stereo not drawn)	nt	-2	0	-2	nt	nt	17	4	-2	19
CCOc1ccc(N2Cc3ncccc3C2=O)cc1	4	-2	4	4	-110	-2	-103	16	19	33
O=C(CNC(=O)c1ccc(Cl)cc1Cl)OCC(=O)c1ccc2c(c1)OCCO2	-1	4	11	-1	-17	-2	-2	-9	2	-2
COC(=O)c1ccc(Oc2c(C)oc3c(CN4CCN(C)CC4)c(O)ccc3c2=O)cc1	0	-2	3	0	-13	9	-13	3	-1	-3
CCOC(=O)c1sc(-c2ccc(Br)cc2)cc1N	0	0	4	-4	-71	4	-185	6	-6	9
O=C(N/N=C/C(Cl)=C/c1ccccc1)c1ccccc1F	-5	2	-2	0	-74	9	-192	33	-10	76*

(continued)
SMILES	HSP90 refold inh	GSK3B inh	Dyrk1A ADPGlo	GSK3A inh	KLF5 inhibitor	IEC-6 cytotox	aSyn 5UTR inh	HSF1 inhib	Platelet DG rel	HSF-1 act
CC(C)(C)c1ccc(NC(=O)c2ccccc2)c([N+](=O)[O-])c1	4	-1	-4	-4	-122	6	-100	3	0	0
CCOc1cc([N+](=O)[O-])cc2c1C(=O)Nc1ccccc1O2	0	1	5	0	-24	-1	7	11	-2	39
COc1cccc(CNC(=O)Cn2c(=O)oc3cc(S(=O)(=O)N4CCCCC4)ccc32)c1	2	-1	-4	-1	-1	-2	11	0	3	0
Nc1nc2c3ccccc3nc(Cc3ccccc3)n2n1	4	-1	-4	-2	-210	5	33	-4	-5	-18
C/C(N)=C(/C#N)C(=O)CSc1nc2ccccc2c(=O)n1Cc1ccc(C)cc1	0	-2	3	2	-20	8	3	-3	-2	10
COC(=O)Cc1ccc(NC(=S)NCc2ccc(Cl)cc2)cc1	3	4	-5	0	-2	5	-3	2	19	13
CN(Cc1cccnc1)Cc1cn(C)nc1-c1ccc(Oc2ccccc2)cc1	3	-1	2	-1	1	3	-10	-5	16	-4
Cc1cccc(-c2noc(C(C)NC(=O)c3ccco3)n2)c1 (stereo not drawn)	-3	1	3	3	-21	1	-5	23	-51	28
Cc1c(C(=O)Nc2ccc(S(=O)(=O)Nc3ncccn3)cc2)oc2ccc(Cl)cc12	0	-1	7	-2	-11	0	2	-4	0	16
CCc1ccc(OCC(O)CN2CCN(c3ccccn3)CC2)cc1 (stereo not drawn)	0	3	-4	-4	-14	1	6	4	0	21
CCCc1nc(SCC(=O)Nc2ccccc2OC)c2c(=O)n(C)c(=O)n(C)c2n1	0	1	1	-1	-7	0	32	-5	-1	-15
Cc1ccc(S(=O)(=O)N2CCCCC2)c(C)c1NS(C)(=O)=O	4	-1	3	-2	-1	0	15	0	9	12
CCOc1ccc2nc(N(CCN(C)C)C(=O)c3cc4ccccc4cc3OC)sc2c1	1	0	nt	1	-20	7	-13	-1	-4	-3
